Source: PubChem (Sanford-Burnham Center for Chemical Genomics)
ATG4B inhibitor = ATG4B protease inhibitors, primary screen, biochemical, fluorescence, uHTS; Cysteine protease ATG4B (Homo sapiens), Q9Y4P1; ATG4B cleavage of LC3-PLA2, NBD-HPC fluorescence, 1 h; inhibition, % at 8.33 µM; 340,000 compounds, 0.51% hits; in the data active = inhibition above about 40%
Target sequence (Q9Y4P1 whole entry, looked up): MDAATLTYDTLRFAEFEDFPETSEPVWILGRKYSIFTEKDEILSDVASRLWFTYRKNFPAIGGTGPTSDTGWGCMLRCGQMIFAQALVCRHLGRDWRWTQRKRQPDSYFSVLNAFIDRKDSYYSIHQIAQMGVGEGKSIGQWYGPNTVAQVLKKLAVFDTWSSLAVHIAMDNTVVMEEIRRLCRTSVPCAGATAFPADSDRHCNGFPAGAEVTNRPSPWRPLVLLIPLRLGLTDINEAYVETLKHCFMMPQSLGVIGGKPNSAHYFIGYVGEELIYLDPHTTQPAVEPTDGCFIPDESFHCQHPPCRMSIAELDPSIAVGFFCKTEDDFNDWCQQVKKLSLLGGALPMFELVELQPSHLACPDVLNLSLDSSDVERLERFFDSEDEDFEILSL
HKDC1 inh = HKDC1 hexokinase inhibitors, primary screen, biochemical, fluorescence, uHTS; inhibition, % at 20 µM; recombinant HKDC1, G6PDH/diaphorase resazurin coupled fluorescence; Q2TB90; 340,000 compounds, 0.16% hits;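 active = inhibition above about 35% when tested at 20 µM, limit read from the data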;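 note: plate controls were DMSO wells with enzyme for no effect and DMSO wells lacking enzyme for full effect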
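test system = in-house recombinant HK5 (HKDC1) enzyme | amount = HKDC1 at 5 µg/mL | control set = DMSO-enzyme wells negative, buffer-substituted wells positive | compound = one dose of 20 µM, 1% DMSO | schedule = reaction time 90 min, room temperature, protected from light | technique = resorufin fluorescence at 613 nm | reagent = glucose with 1 mM ATP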
GRIN3A LBD mod = binders of NR3A ligand-binding domain, primary screen, biophysical, differential scanning fluorimetry, uHTS. Tm shift relative to glycine control, % at 25 µM. 340,000 compounds, 2.5% hits. AID 1259313, 2017. Glutamate receptor ionotropic, NMDA 3A (GRIN3A) ligand-binding domain. NR3A LBD differential scanning fluorimetry, Tm shift; 0% = protein alone, 100% = glycine-bound protein;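 active = melting temperature shift of at least 10% of the positive control shift, at one fixed dose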
SENP6 inh = SENP6 protease inhibitors, primary screen, biochemical, luminescence, uHTS. Sentrin-specific protease 6 (Homo sapiens), Q9GZR1. Recombinant SENP6 catalytic domain, aminoluciferin luminescence. inhibition, % at 10 µM. 330,000 compounds, 1.8% hits. AID 2599, 2010;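 active = inhibition above about 50% at the single tested dose, limit read from the data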;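 note: plate controls were DMSO wells with enzyme for no effect and DMSO wells lacking enzyme for full effect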
SENP8 inh = human SENP8 protease inhibitors, primary screen, biochemical, fluorescence, Nedd8 protein substrate, uHTS. Sentrin-specific protease 8 (Homo sapiens), Q96LD8. recombinant SENP8. inhibition, % at 20 µM. 360,000 compounds, 0.64% hits; in the data active = inhibition mostly above about 40%, no sharp cut-off; inactive = mostly below about 27%
Target sequence (Q96LD8 whole entry, looked up): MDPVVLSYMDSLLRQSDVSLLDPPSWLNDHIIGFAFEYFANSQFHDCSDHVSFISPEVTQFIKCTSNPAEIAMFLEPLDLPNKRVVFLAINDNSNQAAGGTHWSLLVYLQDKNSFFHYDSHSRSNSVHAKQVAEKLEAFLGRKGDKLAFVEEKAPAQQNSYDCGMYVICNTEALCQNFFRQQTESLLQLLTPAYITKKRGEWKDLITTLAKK
PfGluPho inh = PfG6PD enzyme inhibitors, primary screen, biochemical, fluorescence intensity, uHTS; glucose-6-phosphate dehydrogenase-6-phosphogluconolactonase (Plasmodium falciparum 3D7); PfGluPho enzyme, NADPH resazurin-diaphorase fluorescence; 350,000 compounds, 0.78% hits; inhibition, % at 20 µM;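 active = inhibition reaching at least a set limit at 20 µM in the primary screen, cut at about 59% in these data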;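 note: 0% = DMSO wells with substrate and 100% = DMSO wells lacking glucose-6-phosphate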
SENP7 block = SENP7 protease inhibitors, primary screen, biochemical, luminescence, uHTS; Sentrin-specific protease 7 (Homo sapiens), Q9BQF6; recombinant SENP7, Z-RLRGG-aminoluciferin luminescence, 40 min; inhibition, % at 5 µM; 330,000 compounds, 1.5% hits; AID 434973, 2010;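 active = inhibition above about 50% at the single test dose, limit read from the data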;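 note: plate controls were DMSO with enzyme for no effect and no enzyme buffer wells for full effect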
Target sequence (Q9BQF6 706-1050 limits assumed): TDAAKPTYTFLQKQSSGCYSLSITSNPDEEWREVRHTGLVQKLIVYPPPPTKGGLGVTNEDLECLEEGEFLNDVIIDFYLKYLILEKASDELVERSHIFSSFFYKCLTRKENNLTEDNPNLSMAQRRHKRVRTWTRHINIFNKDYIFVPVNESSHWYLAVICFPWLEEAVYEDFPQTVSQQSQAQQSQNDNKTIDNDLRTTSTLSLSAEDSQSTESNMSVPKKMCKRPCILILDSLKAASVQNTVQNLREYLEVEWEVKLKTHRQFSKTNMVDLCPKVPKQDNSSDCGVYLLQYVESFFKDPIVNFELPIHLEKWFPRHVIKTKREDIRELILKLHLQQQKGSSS
MPTP block = mitochondrial permeability transition pore inhibitors, primary screen, biochemical, isolated mouse mitochondria, absorbance. AID 602449, 2012. Ca2+ swelling absorbance, 30 min. 360,000 compounds, 1.4% hits. inhibition, % at 10 µM;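 active = inhibition of 50% or more, scaled per plate between neutral and stimulator controls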;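 note: 0% = DMSO wells given calcium and 100% = 1 mM EGTA wells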
An asterisk follows results filed as active; x = no result given.

SMILES	ATG4B inhibitor	HKDC1 inh	GRIN3A LBD mod	SENP6 inh	SENP8 inh	PfGluPho inh	SENP7 block	MPTP block
Cc1ccc([C@@H]2CC=C(C(=O)O)[C@H](c3ccc(Br)cc3)N2S(=O)(=O)c2ccc(C)cc2)cc1	22.0	17.3	-5.7	12.2	12.1	-26.1	2.5	0.7
CCNC(=O)COC(=O)c1[nH]c(C)c(C(=O)OC)c1C	-5.6	-2.2	1.3	-9.6	-8.5	-6.3	-3.1	-1.8
COc1ccc(-c2noc(CCC(=O)N3CCC(C)CC3)n2)cc1	13.3	-7.7	2.1	8.4	10.2	-0.5	7.7	-0.5
Cn1c(=O)cc(SCC(=O)NCC2CCCO2)c2ccccc21 (stereo not drawn)	-5.2	-1.9	1.4	-16.4	-29.5	5.4	-7.8	-1.1
CN(C(=O)c1cccc(NC(=O)Cc2ccc(NC(=O)C3CCCN(C(=O)C4CCCCC4)C3)cc2)c1)C1CCC1 (stereo not drawn)	-5.3	-7.5	-1.1	x	7.0	6.1	x	-0.4
CCOc1ccccc1C1CC(=O)NC(SCC(=O)Nc2nccs2)=C1C#N (stereo not drawn)	-1.6	-0.6	1.4	-13.9	3.4	-6.8	2.4	0.6
CCCCN(CC)CCNC(=O)CCC(=O)Nc1ccc2nc(N3CCN(C)CC3)cc(C)c2c1	-1.6	3.0	-1.2	-12.3	-426.6	-12.2	4.1	0.9
CN(C)C(CNC(=O)CSC(=S)N1CCCC1)c1ccccc1 (stereo not drawn)	-6.1	-0.8	3.0	-6.0	9.3	6.8	-3.0	-0.3
Brc1ccc(C2=Nc3ccccc3C(c3ccncc3)=NN2)cc1	-4.6	-1.7	1.5	-24.5	17.2	-7.8	-9.8	1.2
CCOc1ccccc1NC(=O)C1CCCN(S(=O)(=O)c2ccc(-n3cnnn3)cc2)C1 (stereo not drawn)	-1.2	-0.9	2.4	8.3	3.9	-9.5	-0.3	0.3
CC(C)(C)NC(=O)CSc1nc(Cc2ccccc2)nc2ccccc12	-6.7	3.0	-0.7	-5.1	4.3	-1.9	4.0	0.2
CC(=O)c1ccc(NC(=O)c2sc3nc4n(c(=O)c3c2C)CCCCC4)cc1	-5.4	3.3	0.4	-5.7	-46.1	11.6	29.6	-0.4
CC(C)=CCN1CCN(Cc2cn(C(C)C)c3ccccc23)CC1CCO (stereo not drawn)	-7.2	-8.7	0.2	5.3	9.5	14.1	2.1	1.0
CC(=O)Nc1nc2ccccc2n1Cc1ccccc1	-13.8	-4.8	-0.6	8.9	6.0	19.4	-0.4	-1.5
CCOc1ccccc1NC1=C(Cl)C(=O)N(Cc2ccccc2)C1=O	13.2	3.6	0.9	-11.6	41.4*	-12.7	-9.1	4.7
O=C(NCCCCNC(=O)c1ccc(Br)s1)c1ccc(Br)s1	3.5	-5.0	4.0	-4.5	22.2	9.8	23.4	9.0
O=C(O)CC(c1ccccc1F)N1Cc2ccccc2C1=O (stereo not drawn)	-2.0	-3.1	-0.5	-11.5	21.4	-4.5	-0.3	-0.4
Cc1ccc(C)c(-n2[nH]c3c4c(ccc3c2=O)C(=O)c2ccccc2C4=O)c1	-8.1	10.2	-7.2	32.8	13.5	-6.3	-0.7	12.8
Cc1cccc(C)c1OCC(C)N (stereo not drawn)	-3.4	-5.8	-1.3	5.5	3.3	2.2	-5.6	5.2
CC(C)(C)c1ccc(N/N=C(\C#N)S(=O)(=O)C(C)(C)C)cc1	-9.9	1.9	1.0	-0.2	16.5	-6.4	2.6	86.3*
O=C(N/N=C/c1cccs1)c1[nH]ncc1Br	1.1	-9.3	1.6	75.9*	8.6	13.2	76.4*	-1.2
CCN(CC)CC#CC(C)OCOCC#CCOC (stereo not drawn)	4.7	-10.2	1.1	-8.0	0.3	-10.7	0.3	-0.8
Cc1cc(C(=O)NCc2cccs2)no1	-0.2	10.6	-0.5	-14.2	6.2	-5.5	6.6	-2.1
O=C(NCC1CCCO1)C1CCCCN1S(=O)(=O)c1ccc(F)cc1 (stereo not drawn)	-11.0	-3.4	0.0	6.8	4.6	0.8	2.5	-0.7
Clc1ccc(C=Cc2ccccn2)cc1	1.7	1.7	3.3	x	-43.6	37.0	x	1.8
CC1=C(C(=O)OCc2ccccc2)C(c2ccccc2OS(=O)(=O)c2ccccc2[N+](=O)[O-])NC(=O)N1CCCC(=O)O (stereo not drawn)	-11.8	-7.1	1.9	-20.9	x	-9.0	-10.2	x
Cc1nc(NC(=O)c2ccc(F)cc2)sc1C(=O)Nc1ccc2c(c1)CCC2	-10.9	-8.4	5.2	3.8	-14.6	6.6	45.1	0.1
CNC(=O)Cn1nc(C)c2ccccc2c1=O	-10.8	-14.7	-1.6	-0.2	10.6	-1.7	-5.2	0.3
COc1ccc(/C=C/C(=O)Nc2nonc2NC(C)=O)cc1	-11.9	-9.7	-1.1	-14.0	-34.0	1.7	0.8	2.0
O=C(CCN1C(=O)/C(=C/c2cccs2)SC1=S)Nc1ccc(C(=O)O)cc1	-2.4	2.9	-0.2	12.3	28.4	-14.2	5.4	0.0
CN(CC(=O)Nc1c(Cl)cccc1Cl)C(=O)c1ccccc1SCC(=O)N1CCCC1	-3.5	-7.0	-0.4	10.0	2.8	-1.0	-1.1	-2.0
OC(CN1CCN(c2ccccc2F)CC1)c1ccc(F)cc1 (stereo not drawn)	11.0	-5.2	-2.2	-13.4	6.7	-5.6	2.8	0.2
O=C(Cc1nc2ccccc2[nH]1)N/N=C/c1ccccc1	-9.9	-15.4	-0.3	5.3	-8.5	-0.5	-1.9	-0.4
O=C(CCS(=O)(=O)Cc1cccc(Cl)c1)NCCc1ccccc1	-5.8	2.7	8.4	-13.4	10.0	6.8	-6.1	1.0
Cc1ccc(C(=O)Nc2cccc([N+](=O)[O-])c2)cc1S(=O)(=O)Nc1ccc(NC(=O)c2ccccc2)cc1	-6.3	-4.7	35.9*	18.6	12.3	-34.7	-5.6	2.8
CC(=O)Oc1ccc2c(=O)c(N3C(=O)c4ccccc4C3=O)c(C)oc2c1C	12.2	4.2	-1.7	-11.8	24.8	25.5	-0.9	0.2

A stretch of the results above, as a working copy:
SMILES	ATG4B inhibitor	HKDC1 inh	GRIN3A LBD mod	SENP6 inh	SENP8 inh	PfGluPho inh	SENP7 block	MPTP block
O=C(Cc1nc2ccccc2[nH]1)N/N=C/c1ccccc1	-9.9	-15.4	-0.3	5.3	-8.5	-0.5	-1.9	-0.4
O=C(CCS(=O)(=O)Cc1cccc(Cl)c1)NCCc1ccccc1	-5.8	2.7	8.4	-13.4	10.0	6.8	-6.1	1.0
Cc1ccc(C(=O)Nc2cccc([N+](=O)[O-])c2)cc1S(=O)(=O)Nc1ccc(NC(=O)c2ccccc2)cc1	-6.3	-4.7	35.9*	18.6	12.3	-34.7	-5.6	2.8
CC(=O)Oc1ccc2c(=O)c(N3C(=O)c4ccccc4C3=O)c(C)oc2c1C	12.2	4.2	-1.7	-11.8	24.8	25.5	-0.9	0.2

Next results:
SMILES	ATG4B inhibitor	HKDC1 inh	GRIN3A LBD mod	SENP6 inh	SENP8 inh	PfGluPho inh	SENP7 block	MPTP block
Cc1ccc(CNc2c(C=O)c(=O)[nH]c3ccccc23)cc1	-2.5	-1.2	2.9	-20.3	24.0	-14.0	-1.0	-0.1
Cc1cc(C)n2nc(SCC(=O)Nc3ccc(F)c(F)c3F)nc2n1	-1.1	2.9	5.9	-4.0	14.3	5.1	13.6	0.4
CN(C)c1ccc(/C=N/NC(=O)CCC(=O)NCc2ccccc2)cc1	0.5	-10.2	-1.5	-2.1	-425.4	5.9	3.4	0.6
Cc1[nH]n(C)c(=O)c1N=Nc1ccc(S(C)(=O)=O)cc1	-5.3	-1.9	1.7	-4.3	28.1	5.5	0.0	1.0
CCOc1cc(-c2noc(N)c2C(=O)OC)cc(OCC)c1OCC	-6.4	-6.2	2.0	-1.6	5.0	14.4	1.6	0.0
O=C(Nc1ccccc1)C1CCCCC1	-2.9	5.5	-1.3	9.0	11.4	-10.0	-1.8	1.1
CSc1nccc(Oc2cccc(C#N)c2)n1	0.1	-9.5	0.5	13.9	8.0	4.0	-5.9	-1.6
COCC(=O)Nc1nnc(SCC(=O)NCc2cccs2)s1	-3.0	-0.6	1.9	1.4	15.5	-2.6	-5.3	0.2
N#Cc1ccccc1S(=O)(=O)N1CCN(c2nc(-c3cccnc3)nc3ccccc23)CC1	-4.5	5.3	-6.8	-3.7	-88.4	7.2	-2.8	-0.3
O=C(c1ccc(N2CCOCC2)c([N+](=O)[O-])c1)N1CCN(c2ccccc2)CC1	6.5	1.5	0.1	x	17.6	-11.3	x	0.4
CCOC(=O)c1c(C)nc(C)c2c(=O)oc3ccccc3c12	-25.8	-2.7	-1.2	9.9	3.1	11.7	-3.9	1.4
COc1ccc(CN2C(=O)NC3(CCCc4ccccc43)C2=O)cc1F (stereo not drawn)	5.7	-3.4	0.5	17.7	5.1	-6.9	-3.5	1.2
O=C(c1ccc(CS(=O)(=O)Cc2ccccc2)cc1)N1CCCCC1	-4.0	-4.8	-0.3	-7.2	7.2	-6.4	-8.1	-2.2
O=c1c2[nH]c3ccc(F)cc3c2ncn1CCCn1ccnc1	-8.8	-4.5	-0.9	0.5	-75.2	-2.7	7.0	-4.7
COc1cccc(Oc2cn[nH]c2-c2ccc(OCC(=O)NN)cc2O)c1	-7.4	0.5	-2.4	-4.9	19.6	47.4	-12.9	1.0
CCOc1ccc(S(=O)(=O)N2CCC(C(=O)NCc3ccccn3)CC2)cc1Cl	-3.2	-7.3	-0.9	-17.7	11.0	-6.1	2.9	-0.8
CN(C)S(=O)(=O)c1cccc(NC(=O)COC(=O)CCc2nc3ccccc3s2)c1	-14.2	-5.9	6.6	-10.4	16.7	-7.1	8.4	-1.1
CC(C)n1c(SCC(=O)NCc2ccco2)nnc1C1CC1	4.6	3.4	-0.9	-8.3	3.3	-9.8	-0.2	1.0
COc1ccc(N2CCN(C(=O)COc3ccc(Cl)cc3Cl)CC2)cc1	-10.2	-0.7	-0.8	-5.0	8.4	5.7	6.9	-2.7
O=C(Nc1ccccc1)C1CC2CCC1C2 (stereo not drawn)	-4.5	1.4	1.4	10.2	21.6	13.5	6.1	0.1
CN1/C(=C\C(=O)c2cccc([N+](=O)[O-])c2)Sc2ccccc21	-3.2	0.7	12.4*	-4.5	19.5	16.3	18.0	0.6
COCCCn1c(C(=O)NCCC2=CCCCC2)cc2c(=O)n3ccccc3nc21	0.3	0.3	-0.1	-16.7	-308.1	5.5	-0.2	2.3
CCOc1cc2nc3c4ccccc4n(C)c3nc2cc1OCC	-4.2	12.2	-1.7	0.5	-398.3	2.4	-3.2	2.0
CC(C)(C)c1ccc(C(=O)Nn2c(CCC(=O)O)ccc2-c2cccs2)cc1	-5.3	10.3	-1.1	2.7	-23.4	-27.7	3.3	-1.7
COc1cc2c(cc1OC)C(C)N(S(=O)(=O)c1cccs1)CC2 (stereo not drawn)	-9.6	-0.4	-4.5	-20.9	17.8	0.3	-0.8	-1.4
Cc1c(C(=O)NCCNc2ncc(C(F)(F)F)cc2Cl)cccc1[N+](=O)[O-]	-3.3	1.3	-7.1	-17.9	14.8	14.3	-7.0	1.8
COc1ccc(C(=O)N(Cc2sccc2C)C2CCS(=O)(=O)C2)cc1 (stereo not drawn)	3.3	-4.6	-5.2	-15.3	-0.8	5.3	-16.6	1.1
